NOD2 inhibition: inhibition of NOD2-driven NF-kB reporter – cell-based, luminescence, uHTS, HEK293 (AID 1566). HEK293 NOD2/NF-kB luciferase reporter, luminescence; higher % means a stronger effect. inhibition, % at 4 µM, or EC50 in µM where a hit was titrated. 290,000 compounds, 0.63% hits; further: many of its hits are not listed in these tables
PhoP inhibition: inhibitors of PhoP regulon expression, primary screen, Salmonella Typhimurium, GFP reporter (AID 1863). 300,000 compounds, 0.16% hits. S. Typhimurium PhoP-regulated promoter GFP reporter, 4 h; higher % means a stronger effect. inhibition, % at 50 µM; hits with a dose series show IC50 in µM;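 active means inhibition over 29.93%, a cutoff 3 SD above the screen mean, later confirmed by dose response; inconclusive means inhibition over 29.93% but no dose response follow-up; inactive means inhibition at most 29.93% or unconfirmed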;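 further: 0% = low Mg2+ inducing control and 100% = high Mg2+ repressing control; strong numbers were not always called active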
Myeloid diff 2: compounds promoting myeloid differentiation | 360,000 compounds, 1% hits | AID 624256 | calls only at 10 µM | ER-HoxA9 myeloid progenitors, lysozyme-GFP differentiation, flow cytometry;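 active means normalized GFP-positive differentiation at or above the plate's own cutoff, the solvent-only control mean plus 3 SD; inconclusive means no clear call, values can overlap the other calls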;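 further: cells exposed to compound for four days before flow analysis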
Siah-1 displacement: Siah-1 peptide-binding antagonists, primary screen, biochemical, fluorescence polarization, rhodamine-plectin, uHTS (AID 1817); Siah-1 / rhodamine-plectin peptide fluorescence polarization; higher % means a stronger effect; displacement, % at 20 µM, or IC50 in µM where a hit was titrated; 290,000 compounds, 0.02% hits;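 active means displacement of at least 50% at 20 µM, with a fluorescence ratio check between 0.3 and a set limit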;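 further: plate controls were Siah plus tracer with DMSO for no effect and tracer alone without Siah for full effect; strong numbers were not always called active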
KOR beta-arrestin-1: KOR antagonists, beta-arrestin recruitment, cell-based, luminescence, uHTS (AID 1778); KOR beta-arrestin recruitment, luminescence, antagonist mode; higher % means a stronger effect; inhibition, % at 10 µM, or IC50 in µM where a hit was titrated; 290,000 compounds, 0.091% hits; further: strong numbers were not always called active
NOD1 NF-kB reporter: NOD1 signaling inhibitors, primary screen, cell-based, luminescence, uHTS (AID 1578); NOD1-driven NF-kB luciferase reporter cells, luminescence; higher % means a stronger effect; one-dose inhibition, % at 4 µM; EC50 in µM for titrated hits; 290,000 compounds, 1% hits; in the data active means inhibition mostly above about 36%, no sharp cut-off; inactive means mostly below about 34%;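 further: HEK-293T reporter cells stimulated with the NOD1 agonist gamma-tri-DAP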
LYP inhibition: PTPN22 lymphoid phosphatase activity blockers – biochemical, fluorescence intensity, uHTS (AID 1779); one-dose inhibition, % at 11.5 µM; IC50 in µM for titrated hits; recombinant LYP phosphatase, fluorescence intensity; higher % means a stronger effect; 290,000 compounds, 0.054% hits;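 further: plate controls were vehicle with enzyme for no effect and no enzyme for full effect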
HIV fusion peptide: inhibitors of HIV fusion peptide binding, primary screen, biochemical, uHTS, fluorescence dequenching (AID 1986); 290,000 compounds, 0.3% hits; one-dose inhibition, % at 20 µM; IC50 in µM for titrated hits; cell-free peptide binding, fluorescence dequenching, 30 min; higher % means a stronger effect; in the data active means inhibition mostly above about 52%, no sharp cut-off; inactive means mostly below about 76%; further: some results filed as inactive read as strong as hits
KOR beta-arrestin-2: kappa opioid receptor activators – cell-based, luminescence, uHTS, primary screen (AID 1777); KOR beta-arrestin recruitment, luminescence; higher % means a stronger effect; one-dose activation, % at 10 µM; EC50 in µM for titrated hits; 280,000 compounds, 0.02% hits; in the data active means activation above about 50%, passing the limit was not always enough; further: a part of the inactive calls stands beside numbers as strong as those of hits
Myeloid diff 2 GFP+ MAC1+ %: second read-out of Myeloid diff 2, no call of its own (marks repeat the call); GFP+ MAC1+ double positive, %; measured here: differentiation confirmed by MAC1 staining
* = called active by the depositor; i = inactive; ? = inconclusive; / = no result given; [ ] = dose if it differs, or a comment. Unless noted, no stated cut-off is given here; in the data, active means inhibition above about 50%; inactive means the rest. Only part of the results is shown; count on the stated rates, not on these rows.

molecule,NOD2 inhibition,PhoP inhibition,Myeloid diff 2,Myeloid diff 2 GFP+ MAC1+ %,Siah-1 displacement,KOR beta-arrestin-1,NOD1 NF-kB reporter,LYP inhibition,HIV fusion peptide,KOR beta-arrestin-2
CC(C)N(CCNS(=O)(=O)c1ccc(Cl)cc1)C(C)C,8%,2%,i,3.4,1%,-12%,-2%,-5%,1.2%,-6.4%
O=C(CCCC1=NS(=O)(=O)c2ccccc2N1)NCCc1ccc(Cl)cc1,20%,-4%,i,2.7,-1%,-33%,-2%,-10%,0.0%,-0.7%
CCC(=O)C1CCCN(C(=O)CCc2nnc(-c3ccc4c(c3)OCO4)o2)C1 (stereo not given),-16%,-4%,i,5.8,-3%,-36%,14%,-10%,-1.3%,14%
NC(=O)NOCc1ncc(C(F)(F)F)cc1Cl,-1%,0%,/,/,1%,-12%,-11%,1%,5.6%,2.1%
CCNC(=S)N(CCN(CC)CC)Cc1cc2cc3c(cc2[nH]c1=O)OCCO3,1%,10%,i,0.3,1%,-23%[20 µM],-29%,-4%,-1.1%,-1.1%
O=[N+]([O-])c1cc(Cl)ccc1NCCc1ccccn1,-4%,2%,i,0.4,-2%,-26%,-36%,-7%,-2.8%,-0.2%
Cc1ccc(-n2ncc3c2CC(C)(C)CC3NC(=O)c2cc[n+]([O-])cc2)cc1 (stereo not given),15%,-1%,i,1.5,1%,-3%,4%,-11%,-0.3%,11%
O=C(Nc1ccccc1)N1CCNCC1,4%,-10%,i,0.9,-1%,16%,-2%,-1%,0.1%,1.7%
CC(=O)OCCNC(=O)c1cc2ccccc2oc1=O,-11%,3%,i,0.6,-3%,-14%,-11%,-4%,0.7%,7.4%
Cc1cc(C)nc(NC(=O)C(C)N2C(=O)c3ccccc3C2=O)n1 (stereo not given),-11%,3%,i,2.7,0%,-2%,-17%,-4%,-1.0%,-2.6%
COc1ccccc1CNC(=O)C1COc2ccccc2O1 (stereo not given),-1%,-9%,i,1.2,-2%,-12%,-17%,-2%,1.3%,-3.5%
CC(C)Oc1ccc(C(CC(=O)O)n2cnnn2)cc1 (stereo not given),-2%,-6%,i,0.1,0%,-27%,-16%,-5%,0.0%,3.6%
CCCNC(=O)C1CCN(S(=O)(=O)c2ccc(-c3nn[nH]n3)cc2)CC1,-10%,-5%,i,0.7,0%,-3%,-26%,-3%,2.3%,2.7%
CC1=CC(=O)CC(C)(C)C1(O)/C=C/C(C)=C/C(=O)O (stereo not given),18%,-1%,i,2.7,3%,17%,1%,-2%,0.7%,6.3%
COc1ccccc1C(=O)Nc1cccc(-c2cn3ccsc3n2)c1,-14%,-8%,/,/,4%,20%,/,7%,-1.4%,-2.4%
O=c1c2ccccc2nc(-c2cccs2)n1-c1cccc2ccccc12,11%,10%,i,0.9,8%,20%,-5%,0%,-1.8%,0.6%
O=C(COC(=O)c1ccco1)NCc1ccc(F)cc1,18%,-6%,i,0.0,-1%,-35%[20 µM],-20%,0%,1.0%,-1.4%
O=C(O)CCC(C(=O)O)n1c(O)c(C2=c3ccccc3=NC2=O)sc1=S (stereo not given),5%,-13%,i,0.5,0%,29%,-19%,7%,1.5%,-2.4%
Cc1cccc(N2CC(c3nc4ccccc4[nH]3)CC2=O)c1 (stereo not given),-2%,4%,i,0.1,3%,-12%,-36%,1%,-1.0%,1.1%
O=C(COC(=O)c1ccc(Cl)c(Cl)c1)Nc1cccnc1Cl,10%,-6%,i,0.7,9%,/,4%,-6%,0.1%,1.8%
O=C(N/N=C/c1ccccc1O)c1cc[n+]([O-])cc1,27%,10%,i,0.6,-3%,0%,22%,-8%,3.4%,-4.8%
CCN(CC)C(=O)c1ccc2c(=O)n(Cc3cccc(Br)c3)c(=S)[nH]c2c1,59%*,/,/,/,5%,-3%,5%,1%,-1.0%,-4.5%
CCOc1ccccc1NS(=O)(=O)c1ccc(-c2cnc(C3CC3)o2)cc1,31%,14%,?,/,2%,-253%,8%,0%,-0.3%,11%
CC1CCCCN1CCNC(=O)c1ccc2c(c1)N(Cc1ccccc1F)C(=O)c1ccccc1S2=O (stereo not given),-40%,11%,i,1.2,-2%,-4%,-12%,-15%,-2.6%,8.6%
CC(C)C(=O)c1cn(CC(=O)N2CCCc3ccccc32)c2ccccc12,16%,2%,i,0.9,-2%,-23%,-18%,-2%,1.3%,1.3%
Cc1cc(C)n(C(C)CC(=O)Nc2ccc(-c3ccno3)cc2)n1 (stereo not given),14%,12%,i,3.8,-6%,-34%,-19%,-7%,-0.7%,-0.7%
O=C(O)CCC(=O)N1CCC[C@H]1C(=O)O,5%,0%,i,0.7,-2%,28%,-6%,-2%,-0.1%,-5.8%
Cc1cc(NC(=O)CC(F)(F)F)n(-c2ccccc2)n1,-1%,3%,i,0.6,-2%,-18%,-14%,8%,1.0%,-3.6%
CCC(C)(C)n1nnnc1C(c1cc2ccc(OC)cc2[nH]c1=O)N1CCCCC1 (stereo not given),-28%,5%,i,0.5,-1%,-32%,-26%,-6%,25%,0.9%
COc1ccc(S(=O)(=O)N2CCC(C(=O)NCc3ccco3)CC2)cc1C,3%,-5%,i,0.5,-1%,-19%,-18%,-5%,0.9%,5.4%
Cc1c(C(=O)C(=O)NCCc2ccc(S(N)(=O)=O)cc2)c2ccccc2n1C,7%,-16%,i,0.7,-3%,15%,-15%,-4%,0.2%,-0.1%
COc1ccc(C(=O)Nc2ccc(NC(=O)Cc3ccccc3)cn2)cc1,29%,4%,i,1.2,0%,-25%,-26%,-9%,-1.6%,-1.2%
Cc1ccnc(NC(=O)Cn2cc([N+](=O)[O-])cn2)c1,-7%,-3%,i,0.3,-5%,12%,-13%,-4%,-1.1%,-4.8%
CCC(C)(C)n1nnnc1C(c1cccnc1)N1CCCc2ccccc21 (stereo not given),16%,-8%,i,1.5,2%,12%,-12%,-7%,1.3%,2.3%
Cc1cc(Nc2cc(C(=O)O)ccc2C)n2ncnc2n1,6%,8%,i,2.2,3%,9%,-17%,-2%,-3.0%,-6.0%
C(=N\n1cnnc1)/c1cccn1-c1ccccc1,4%,5%,i,3.6,1%,-38%,13%,-4%,-0.4%,4.7%

Arranged by length of the SMILES (rising): part of the list above.
molecule,NOD2 inhibition,PhoP inhibition,Myeloid diff 2,Myeloid diff 2 GFP+ MAC1+ %,Siah-1 displacement,KOR beta-arrestin-1,NOD1 NF-kB reporter,LYP inhibition,HIV fusion peptide,KOR beta-arrestin-2
C(=N\n1cnnc1)/c1cccn1-c1ccccc1,4%,5%,i,3.6,1%,-38%,13%,-4%,-0.4%,4.7%
Cc1cc(Nc2cc(C(=O)O)ccc2C)n2ncnc2n1,6%,8%,i,2.2,3%,9%,-17%,-2%,-3.0%,-6.0%
COc1ccc(C(=O)Nc2ccc(NC(=O)Cc3ccccc3)cn2)cc1,29%,4%,i,1.2,0%,-25%,-26%,-9%,-1.6%,-1.2%
COc1ccc(S(=O)(=O)N2CCC(C(=O)NCc3ccco3)CC2)cc1C,3%,-5%,i,0.5,-1%,-19%,-18%,-5%,0.9%,5.4%

(further entries)
Molecule | NOD2 inhibition | PhoP inhibition | Myeloid diff 2 | Myeloid diff 2 GFP+ MAC1+ % | Siah-1 displacement | KOR beta-arrestin-1 | NOD1 NF-kB reporter | LYP inhibition | HIV fusion peptide | KOR beta-arrestin-2
Fc1ccc(-c2nnc3ccc(N4CCCC4)nn23)cc1 | -4% | 4% | i | 1.1 | 0% | -4% | -13% | -2% | 1.4% | -1.2%
CCCCNC(=O)c1cc2c(=O)n3cccc(C)c3nc2n(CCN2CCOCC2)c1=N | 15% | -10% | i | 0.6 | 9% | 48% | -26% | -26% | 1.1% | -3.1%
COCC(C)N1CC(O)=C(c2nc(-c3ccc(Cl)cc3)cs2)C1=N (stereo not given) | 11% | -2% | i | 0.1 | 3% | 4% | -13% | -4% | -1.6% | -2.5%
CCCCC(=O)N/N=C/c1ccc(Sc2cccc3cccnc23)o1 | 4% | 6% | i | 1.4 | -3% | 0% | -13% | 2% | -0.1% | -0.9%
COC(=O)Nc1nnc(Cc2ccc(OC)cc2)s1 | -5% | -8% | i | 0.6 | 5% | 0% | -14% | -5% | -0.6% | 0.8%
O=C(COc1ncnc2scc(-c3ccccc3)c12)NCCN1C(=O)CSC1=O | 2% | 1% | / | / | 1% | -16% | -28% | -5% | 0.5% | 1.9%
O=C(N/N=C/c1ccc(N2CCOCC2)o1)c1cccc(F)c1 | 2% | 3% | i | 0.3 | 9% | -43% | -40% | -8% | 4.1% | -3.6%
CCCCNC(=O)CNC(=S)N(Cc1ccccc1)Cc1cccnc1 | -3% | 1% | i | 0.9 | 0% | 16% | -13% | -2% | 0.0% | 3.9%
COC(=O)c1ccc(C2C(Oc3ccccc3)C(=O)N2CCc2ccc(F)cc2)cc1 (stereo not given) | 4% | 4% | i | 5.0 | 1% | 11% | -25% | 1% | -1.1% | 1.5%
COc1ccc(OCc2cc(C(=O)NCC(C)Oc3cccnc3)no2)c(Cl)c1 (stereo not given) | -17% | 2% | i | 1.0 | 3% | -3% | -80% | -13% | -0.1% | -0.2%
CCOc1ccc2c(C)cc(=O)oc2c1OCC | -6% | -1% | i | 1.8 | -2% | -64% | 44% | -7% | 1.0% | 4.7%
Cc1ccc(C)c(NS(=O)(=O)c2cc(C(=O)NCc3ccccn3)ccc2C)c1 | -3% | -8% | i | 0.7 | -2% | 22% | 9% | -6% | -1.8% | -0.1%
COc1cc(C=O)ccc1OCC(=O)Nc1ccc2c(c1)OCO2 | 6% | -6% | i | 1.3 | -4% | 27% | -39% | -6% | -0.3% | 0.1%
COc1ccccc1-n1cnnc1SCC(=O)Nc1cccnc1Cl | 0% | 3% | i | 0.5 | -3% | -3% | -29% | -7% | -1.8% | 4.8%
CCC1(C(=O)OC)NC(c2ccccc2OC)C2C(=O)N(C)C(=O)C21 (stereo not given) | -5% | 11% | i | 1.0 | 5% | 0% | -34% | -1% | 1.3% | 13%
O=C1C=CC(=O)N1CCCCCCN1C(=O)C=CC1=O | 15% | 0% | / | / | 5% | -5% | 34% | -5% | -0.3% | 6.9%

Source: PubChem
